Compound activity: PubChem, National Center for Advancing Translational Sciences (NCATS)
MCF10A rereplic: induces DNA re-replication in MCF 10a normal breast cells. 350,000 tested, 2.9% active. MCF 10A DNA re-replication, Hoechst nuclear intensity, 48 h. AID 624296. Potency, µM (highest dose often 46.1 µM), inactives show at the highest dose activity, positive = re-replication, most hits filed as activators; also: potency is read from the fitted curve at half-maximal effect; % of control where 0% means no effect; nearly all actives have a fitted effect of over 50% in size
SW480 rereplic: inducers of DNA re-replication in SW480 colon cancer cells. SW480 DNA re-replication, Hoechst DNA content imaging, 48 h. Potency, µM (highest dose often 46.1 µM), for the others: at the highest dose re-replication activation, hits mostly activators. 340,000 tested, 1.8% active; also: potency is read from the fitted curve at half-maximal effect; % of control where 0% means no effect; nearly all actives have a fitted effect of over 55% in size
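Readout is total intensity of Hoechst-stained nuclei, excited at 405 nm and collected at 500-530 nm. Compound treatment lasted 48 hr at 37 C in 5% CO2 before staining.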
IL1B secr inh: blocks inflammasome-driven IL-1 beta release. THP-1 LPS/ATP IL-1B secretion, AlphaLISA, 16 h; hits give low values. 360,000 tested, 4.7% active. activity change, % at 57.5 µM. AID 743279; in the data active = activity change below about -50%; inconclusive = mostly about -30% to -49%; also: % is scaled to controls: 0 for no effect and ±100 for the full control effect
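THP-1 cells pretreated 1 hr with compounds (up to 57.5 uM final), then stimulated with LPS (250 ng/mL final) plus ATP (1.25 mM final); secreted IL-1B measured by AlphaLISA after 16 hr, decreased signal indicating inhibition.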
KB-3-1 cytotox: kills parental KB-3-1 adenocarcinoma cells; Potency, µM (highest dose often 46.1 µM), for the others: top-dose activity change, negative = cytotoxic, hits mostly cytotoxic; KB-3-1 viability, CellTiter-Glo ATP luminescence, 72 h; 400,000 tested, 1.4% active; also: potency is read from the fitted curve at half-maximal effect; % is scaled to controls: 0 for no effect and ±100 for the full control effect; nearly all actives have a fitted effect of over 60% in size
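Using CellTiter-Glo luminescence, growth of non-resistant KB-3-1 adenocarcinoma cells is assessed 72 h after pin-tool compound addition at 37 °C. Normalized responses across the concentration series yield fitted curves.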
HT1080 IDH1KD tx: HT-1080 IDH1 knockdown cell toxicity (counter line) | Potency, µM (doses to about 46.1 µM), without a hit: at the top dose activity, negative = toxicity, most hits filed as cytotoxic | 360,000 tested, 2% active | HT-1080 IDH1 knockdown viability, ATP luminescence, 48 h;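 also: potency is read from the fitted curve at half-maximal effect; 0% = DMSO wells and -100% = cell-free medium wells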
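Assay cells: HT-1080 with IDH1 knockdown, 750 per well, RPMI/5% FBS. Exposure: 48 h at 37 °C following 2 h pre-incubation. Read: CellTiter-Glo luminescence; fitted concentration-response, curve class assigned.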
ATXN2 expr inh: ATXN2 expression inhibition. 360,000 tested, 0.72% active. HEK-293 ATXN2-luciferase reporter, luminescence, 24 h. Potency, µM (titrated, usually from 57 µM), inactives show at the top dose activity change, negative = inhibition, actives largely listed as inhibitors; also: potency is read from the fitted curve at half-maximal effect; % is scaled to controls: 0 for no effect and ±100 for the full control effect; nearly all actives have a fitted effect of over 55% in size
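qHTS (up to 57 uM final) was run with 24 h compound exposure of reporter cells at 37 °C. Each well was multiplexed: SteadyGlo luminescence measured ATXN2-luciferase expression after a fluorogenic Gly-Phe-AFC viability readout (25 uM final).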
S2 tox: viability counter-screen for ATXN expression inhibitors | S2 cells (HEK-293 line with an ATXN2-luciferase reporter) viability, CellTiter-Fluor protease fluorescence, 24 h | 400,000 tested, 0.49% active | Potency, µM (top dose mostly 56.7 µM), actives largely listed as cytotoxic; also: potency is read from the fitted curve at half-maximal effect; nearly all actives have a fitted effect of over 40% in size
KB-V1 MDR tox: KB-V1 MDR subline cytotoxicity; Potency, µM (titrated, usually from 46.1 µM), inactives show at the highest dose activity change, negative = cytotoxicity, most hits filed as cytotoxic; KB-V1 MDR cells viability, CellTiter-Glo, 72 h; AID 1347076; 400,000 tested, 3.4% active; also: potency is read from the fitted curve at half-maximal effect; % is scaled to controls: 0 for no effect and ±100 for the full control effect; nearly all actives have a fitted effect of over 60% in size
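qHTS viability screen in drug-selected KB-V1 MDR cells: 72 h compound treatment at 37 degrees C, ATP luminescence end point.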
HT1080-NT tox: kills 2HG-producing HT-1080-NT fibrosarcoma cells; Potency, µM (doses to about 46.1 µM), for inactives: at the highest dose activity, negative = less viability, usual class: cytotoxic; 360,000 tested, 1.6% active; HT-1080-NT fibrosarcoma viability, CellTiter-Glo ATP luminescence, 48 h;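 also: NT is the 2HG producing partner of a matched IDH1 knockdown line; potency is read from the fitted curve at half-maximal effect; 0% = DMSO-treated cells and -100% = media-only wells without cells; nearly all actives have a fitted effect of over 55% in size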
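A 48-hour cytotoxicity screen used HT-1080-NT cells plated 2 hours before compound delivery. ATP-based CellTiter-Glo luminescence measured viability, normalized to DMSO and no-cell controls.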
Numbers without * were called inactive; i = inactive; ? = inconclusive; . = no result given; [ ] = another dose, or the depositor's remark. Unless noted, calls follow the shape of the dose curve; as a rule, active = well fitted curve in the direction sought with a large enough effect; inconclusive = small, poorly fitted or top-dose-only effect, or another doubt; inactive = no such curve, though single readings can be large; an effect the other way counts as inactive or inconclusive.

Under each structure: MCF10A rereplic | SW480 rereplic | IL1B secr inh | KB-3-1 cytotox | HT1080 IDH1KD tx | ATXN2 expr inh | S2 tox | KB-V1 MDR tox | HT1080-NT tox
CC1=C(C(=O)Nc2ccc(C)cc2C)C(c2ccc([N+](=O)[O-])cc2)n2ncnc2N1 (centres undefined)
→ -1% | -5% | -12 | 6% | 0% | -2% | i | 1% | -22%
Cc1oc2ccc(O)c(CN3CCOCC3)c2c1C(C)O (centres undefined)
→ -3% | -4% | 1 | 9% | 2% | 3% | i | 12% | 0%
C[C@@H]1CN([C@@H](C)CO)C(=O)CCCn2nncc2CO[C@H]1CN(C)Cc1ccncc1
→ . | . | -9 | 13% | 11% | -4% | i | -7% | 8%
CCCCn1c(=N)n(CC(O)c2ccccc2)c2ccccc21 (centres undefined)
→ 11% | 3% | -67* | ? | -11% | -31% | i | ? | -19%
Brc1c(-c2ccc3c(c2)OCO3)nc2ncccn12
→ ? | 0% | -8 | ? | -21% | 0% | i | ? | -13%
COc1ccc(-c2c(=O)n(OCc3nc4ccccc4[nH]3)c3ccccc3[n+]2[O-])cc1
→ 9% | 13% | -19 | -23% | -3% | 28% | i | 10% | 0%
O=C(Nc1cccc(O)c1)c1ccccc1[N+](=O)[O-]
→ 2% | 11% | 5 | 1% | 10% | -9%[11.3 µM] | i | 20% | -1%
Fc1ccc(Nc2nc(-c3cccc(Cl)c3)c3c(n2)-c2ccccc2OC3)cc1
→ . | . | . | -1% | . | 0% | i | 3% | .
O=C(CNC(=O)c1ccc(Cl)cc1Cl)OCCCn1c(=O)[nH]c2ccccc21
→ 0% | -6% | -6 | 4% | -3% | 0% | i | -2% | 2%
Cc1ccsc1C(=O)NCCc1ccc(S(N)(=O)=O)cc1
→ -7% | -2% | 10 | 13% | 0% | 5% | i | ? | -2%
COc1cccc(CNC(=O)CCC2CCCN(Cc3ccc4c(c3)CCO4)C2)c1 (centres undefined)
→ -5% | -1% | -13 | -3% | -1% | -5% | i | -12% | -11%
COc1ccc(CCNC(=O)CCn2c(=O)oc3ccccc32)cc1OC
→ 0% | 2% | -17 | 4% | -3% | -2% | i | -9% | -3%
C[C@H](CO)N1C[C@H](C)[C@@H](CN(C)S(=O)(=O)c2ccccc2)OCc2cnnn2CCCC1=O
→ . | . | 18 | -1% | 4% | 6% | i | -16% | -3%
CCN(CC)C(=O)[C@H]1C[C@H](CC(=O)NCCCn2ccnc2)C(=O)N2CCc3c([nH]c4ccc(Cl)cc34)[C@]12C
→ -21% | 13% | -2 | 0% | -2% | 9% | i | 0% | -2%
CCN(C(=O)c1ccccc1)c1ccc([N+](=O)[O-])cc1
→ -2% | ? | ? | 0% | -5% | 5% | i | -7% | -5%
Cc1ccccc1NC(=O)CN(C)S(=O)(=O)c1ccc(-c2ccc(=O)[nH]n2)s1
→ -2% | -8% | 7 | 1% | 10% | . | i | -16% | 10%
O=C(NCc1ccccn1)C(=O)Nc1nc(-c2ccccc2)cs1
→ -3% | -2% | 17 | -3% | -1% | 14% | i | ? | -2%
CC(=O)N1CCc2cc(S(=O)(=O)NC(CC(C)C)C(=O)N3CCc4ccccc4C3)ccc21 (centres undefined)
→ 328%[0.0737 µM] | 3% | 0 | 5% | 2% | 6% | i | -7% | 3%
Cc1c(C(=O)N2CCCCC2)oc2ccc(S(=O)(=O)N3CC(C)CC(C)C3)cc12 (centres undefined)
→ ? | 1% | ? | 0% | ? | ? | i | ? | ?
CC(=O)Nc1ccc(S(=O)(=O)NCCNS(=O)(=O)c2ccc(NC(C)=O)cc2)cc1
→ -1% | -13% | -6 | 0% | 1% | 2% | i | 9% | 6%
O=C(NCc1ccco1)c1c2c(nc3ccccc13)CCC2
→ -10% | ? | -2 | ? | 9% | 7% | i | 0% | 5%
CCCCNC(=O)c1cc(S(=O)(=O)N2CCCCC2)oc1C
→ -20% | -3% | 33 | -26% | 18% | -5% | i | ? | 19%
O=C(CN1CCc2ccccc2C1)c1cccs1
→ -10% | 2% | 41 | 4% | 11% | 13% | i | -8% | 4%
Cc1cccc(-c2cnc(C(O)c3ccc(F)c(C)c3)[nH]2)c1 (centres undefined)
→ . | . | -9 | 0% | -2% | 4% | i | -4% | -6%
CCOC(=O)c1c(C)oc2nc(C)nc(Nc3cccc(OC)c3)c12
→ . | . | . | -1% | . | 13% | i | -10% | .
COc1ccc(NC(=O)C2CCCO2)cc1Cl (centres undefined)
→ ? | -16% | -9 | 7% | 10% | 13% | i | 0% | 9%
N#Cc1ccc(C(=O)Nc2cc(S(=O)(=O)N3CCCC3)ccc2OCC(F)(F)F)cc1
→ 2% | ? | -7 | 2% | 2% | 5% | i | ? | -1%
Cc1ccc(S(=O)(=O)c2nc(-c3ccccc3)oc2N2CCC(C(N)=O)CC2)cc1
→ -2% | -8% | -24 | 11% | -5% | -8% | i | -6% | -1%
OCC1(CO)CC2(C1)CC(CO)(CO)C2
→ -1% | -3% | 0 | -10% | 11% | 7% | i | 2% | 4%
O=C1C2C3C=CC(CC3)C2C(=O)N1c1ccc(Cl)cc1 (centres undefined)
→ 11% | -11% | -7 | -1% | -3% | . | i | 7% | 1%
CC(=O)C(C)n1c(CN2CCN(C(=O)c3ccco3)CC2)nc2c1c(=O)n(C)c(=O)n2C (centres undefined)
→ -2% | 10% | -2 | -5% | 12% | -1% | i | ? | 24%
OCc1ccnc(Cl)c1
→ -31%[inhibitor] | -15% | 0 | 8% | 6% | -1% | i | -3% | -1%
O=C(NCc1ccc2c(c1)OCO2)c1cnc2n(c1=O)CCS2
→ -2% | -3% | -15 | 13% | -1% | 4% | i | 4% | -2%
O=c1cc(CSc2nnc(-c3cccnc3)n2-c2ccccc2F)nc2sccn12
→ -4% | -2% | 11 | -9% | -4% | 2% | i | 0% | 15%
CCOC(=O)C(=O)/C(=C\N(C)C)c1onc(-c2c(Cl)cccc2Cl)c1C(=O)OC
→ 5% | 8% | -3 | 0% | 21% | 0% | i | 12% | 9%
O=c1cc(-c2ccc(F)cc2)oc2ccccc12
→ 11% | -2% | 23 | ? | -2% | 38% | i | 13µM* | -3%
Cc1ccc(C(=O)c2oc3ccccc3c2NC(=O)COc2ccccc2C)cc1
→ . | . | . | -6% | . | 8% | i | -8% | .
O=P(Cc1ccccc1)(c1ccccc1)c1ccccc1
→ -1% | -5% | 5 | 13% | 8% | 2% | ? | ? | 10%
O=C(/C=C/c1ccccc1)CC(O)(c1ccccc1)C(F)(F)F (centres undefined)
→ 0% | ? | -99* | 8% | 10µM* | ? | ? | 23µM* | 13µM*
S=c1nc(-c2cccc(Br)c2)[nH][nH]1
→ 6% | 0% | 36 | -16% | 11% | 7% | i | -1% | 10%

Structural class, those above with an aryl methoxy group.
Under each structure: MCF10A rereplic | SW480 rereplic | IL1B secr inh | KB-3-1 cytotox | HT1080 IDH1KD tx | ATXN2 expr inh | S2 tox | KB-V1 MDR tox | HT1080-NT tox
COc1ccc(-c2c(=O)n(OCc3nc4ccccc4[nH]3)c3ccccc3[n+]2[O-])cc1
→ 9% | 13% | -19 | -23% | -3% | 28% | i | 10% | 0%
COc1cccc(CNC(=O)CCC2CCCN(Cc3ccc4c(c3)CCO4)C2)c1 (centres undefined)
→ -5% | -1% | -13 | -3% | -1% | -5% | i | -12% | -11%
COc1ccc(CCNC(=O)CCn2c(=O)oc3ccccc32)cc1OC
→ 0% | 2% | -17 | 4% | -3% | -2% | i | -9% | -3%
CCOC(=O)c1c(C)oc2nc(C)nc(Nc3cccc(OC)c3)c12
→ . | . | . | -1% | . | 13% | i | -10% | .
COc1ccc(NC(=O)C2CCCO2)cc1Cl (centres undefined)
→ ? | -16% | -9 | 7% | 10% | 13% | i | 0% | 9%

New compounds follow
molecule	MCF10A rereplic	SW480 rereplic	IL1B secr inh	KB-3-1 cytotox	HT1080 IDH1KD tx	ATXN2 expr inh	S2 tox	KB-V1 MDR tox	HT1080-NT tox
Cc1ncc(CO)c2cc(C(N)=O)c(=Nc3ccccc3)oc12	6%	-6%	7	13%	4%	3%	i	6%	5%
Cc1ccc(S(=O)(=O)c2nc(-c3ccccc3F)oc2N2CCCCC2)cc1	.	.	.	0%	.	-14%	?	?	.
O=C(CCc1nc2ccccc2c(=O)[nH]1)Nc1cc(Cl)ccc1N1CCCC1	1%	-1%	-3	3%	1%	?	?	15µM*	-2%
Cc1cc[n+](-c2[nH]c(=O)sc2/C=N/NC([S-])=Nc2ccccc2)cc1C	-2%	-3%	-1	16%	2%	-9%	i	4%	9%
CN(C(=O)CSc1nnc(-c2cccs2)n1C1CC1)C1CCS(=O)(=O)C1 (centres undefined)	8%	-6%	25	15%	0%	2%	i	7%	7%
COc1ccc(C)cc1NC(=O)CC1NCCNC1=O (centres undefined)	.	.	.	2%	.	13%	i	19%	.
CCCc1ccc(-c2ccc(-c3noc(-c4ccncc4)n3)cc2)nc1	10%	0%[9.22 µM]	16	-13%	16%	-4%	i	12%	4%
